# High-throughput results (PubChem BioAssay)
# Vif-A3G inh: inhibitors of Vif-APOBEC3G interaction | Q9HC16 | HeLa A3G-eYFP + Vif (tagged APOBEC3G with the HIV-1 protein that degrades it), YFP fluorescence, overnight | Potency, µM (highest dose often 46.1 µM), for the others: at the top dose activity, negative = active, most hits filed as inhibitors | hit rate 0.076% among 410,000 | AID 602310;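 further: potency means the concentration at half of the fitted maximal effect; on the % scale 0 is the no-effect control and ±100 the full control effect; nearly all actives have a fitted effect of over 60% in size; hits raise eYFP signal because A3G escapes Vif-driven loss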
# Target sequence (Q9HC16 whole entry, looked up): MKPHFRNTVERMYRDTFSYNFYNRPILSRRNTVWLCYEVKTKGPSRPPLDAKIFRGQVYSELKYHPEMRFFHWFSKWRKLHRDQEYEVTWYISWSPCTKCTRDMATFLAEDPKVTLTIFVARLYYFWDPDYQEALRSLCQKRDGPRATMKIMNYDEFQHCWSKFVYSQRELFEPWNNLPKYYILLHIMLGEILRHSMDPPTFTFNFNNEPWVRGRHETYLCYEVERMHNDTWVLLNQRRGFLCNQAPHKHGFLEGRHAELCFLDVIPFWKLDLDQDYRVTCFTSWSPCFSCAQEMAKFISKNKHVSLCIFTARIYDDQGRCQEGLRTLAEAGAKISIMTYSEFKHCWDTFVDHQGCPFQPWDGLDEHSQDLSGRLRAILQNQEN
#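 Read-out is eYFP fluorescence (Ex 488/Em 500-530) from Vif-expressing HeLa A3G-eYFP cells; more signal means A3G escaped Vif-mediated degradation. Cells plated overnight, compound pinned in, incubated overnight at 37 deg C.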
# LDHA block: inhibitors of human lactate dehydrogenase A | AID 1347041 | activity change, % (values are at about 110 or 230 µM) | purified LDHA, NADH/diaphorase-resazurin fluorescence; stronger effect = lower value | hit rate 0.15% among 480,000; in the data active means activity change below about -30%; inconclusive means mostly about -25% to -30%;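 further: plate controls were DMSO wells for no effect and wells without enzyme for full effect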
#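 LDH5 2 nM; NADH 0.06 mM, pyruvate 0.2 mM; 200 mM Tris pH 7.4, EDTA, Tween-20; 5 min RT. Detection: diaphorase 0.133 mg/mL + resazurin 37 µM, fluorescence ex540/em590 at 0 and 20 min; normalized to enzyme-free and DMSO wells.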
# D1 potentiator: enhances dopamine response at the human D1 receptor. HEK293 TREx D1 cells, calcium flux, dopamine EC20 potentiation. potentiation, % at 10 µM. P21728. hit rate 0.036% among 360,000. AID 504651; in the data active means potentiation above about 30%; further: 0% is about no effect
# D1 antagonist: human D1 dopamine receptor antagonism; HEK293 TREx D1 cells, calcium flux, dopamine EC80; stronger effect = lower value; activity change, negative = inhibition, % at 10 µM; hit rate 3.2% among 360,000; AID 504652; P21728; in the data active means activity change below about -30%; further: on the % scale 0 is the no-effect control and ±100 the full control effect
#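 Cells carrying a force-coupled, tetracycline-inducible human D1 receptor report calcium flux. Each well gets a 10 s baseline, compound with 180 s monitoring, then an EC80 dopamine stimulus with a second 180 s kinetic read.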
# D1 agonist: activates the human D1 dopamine receptor | HEK293 T-REx D1 cells, calcium flux, agonist mode | P21728 | hit rate 1% among 360,000 | activation, % at 2 µM; in the data active means activation above about 30%; further: 0% is about no effect
#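 Inducible HEK293 T-REx D1 cells, force-coupled to calcium signalling, were plated at 4000 cells/well with tetracycline and held overnight at 30 C. After no-wash calcium dye loading, compound-evoked calcium rise over 180 s flagged agonists.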
# Vif-APOBEC3F blk: blocks the Vif interaction with APOBEC3F. HeLa A3F-eYFP + Vif (tagged APOBEC3F with the HIV-1 protein that degrades it), YFP fluorescence increase. Potency, µM (titrated, usually from 46.1 µM), for the others: at the highest dose activity, negative = active. hit rate 0.2% among 390,000; further: potency means the concentration at half of the fitted maximal effect; % of control where 0% means no effect; nearly all actives have a fitted effect of over 65% in size
#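 HeLa cells stably expressing A3F-eYFP plus Vif, plated and incubated overnight at 37 deg C, then exposed to compounds overnight at 37 deg C. Blocked degradation read as raised yellow fluorescence (Ex 488/Em 500-530).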
# D2 potentiator: positively modulates the human D2 dopamine receptor allosterically; P14416; HEK293 T-REx D2, calcium flux, EC20 dopamine potentiation; potentiation, % at 10 µM; hit rate 0.34% among 340,000;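 active means potentiation over 3 SD above the plate norm, cut at about 30% in these data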; further: 0% is about no effect
# Target sequence (P14416 whole entry, looked up): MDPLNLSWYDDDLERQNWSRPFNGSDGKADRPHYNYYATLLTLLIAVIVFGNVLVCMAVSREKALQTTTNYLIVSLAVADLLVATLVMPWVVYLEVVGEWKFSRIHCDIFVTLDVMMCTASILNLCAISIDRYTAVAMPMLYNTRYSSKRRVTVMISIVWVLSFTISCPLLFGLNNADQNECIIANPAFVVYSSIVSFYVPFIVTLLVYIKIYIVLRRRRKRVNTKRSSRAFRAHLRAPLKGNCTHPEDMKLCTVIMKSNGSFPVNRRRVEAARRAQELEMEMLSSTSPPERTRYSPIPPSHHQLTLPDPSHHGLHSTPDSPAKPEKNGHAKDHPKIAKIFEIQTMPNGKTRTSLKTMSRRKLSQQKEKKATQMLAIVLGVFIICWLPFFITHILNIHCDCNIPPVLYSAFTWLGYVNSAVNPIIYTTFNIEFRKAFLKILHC
#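 Primary screen. Calcium kinetics in induced HEK293 T-REx D2 cells: compound pre-addition 180 s, EC20 dopamine, 180 s more.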
# GRP78 ERSR act: induces the endoplasmic reticulum stress response in human glioma cells | AID 602332 | U87-MG GRP78 promoter luciferase reporter, 16 h | hit rate 0.02% among 420,000 | Potency, µM, inactives show top-dose activation, actives largely listed as activators; further: potency means the concentration at half of the fitted maximal effect; series mostly up to about 76 µM; % of control where 0% means no effect; nearly all actives have a fitted effect of over 35% in size
#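 Stably transfected U87-MG glioma cells carrying a GRP78-based luciferase sensor; 16 h compound incubation. Luminescence end-point read 10 min after Bright-Glo addition at room temperature.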
# RXFP1 agonist: RXFP1 (human) receptor agonism. Q9HBX9. HEK293T-RXFP1 cAMP TR-FRET, 30 min; response scale: percent of porcine relaxin response, buffer zero. Potency, µM (highest dose often 57.5 µM), inactives show at the top dose activation, usual class: activators. hit rate 0.3% among 370,000; further: potency means the concentration at half of the fitted maximal effect; on the % scale 0 is the no-effect control and ±100 the full control effect; nearly all actives have a fitted effect of over 60% in size; many of its hits are not listed in these tables
#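 HEK293 cells stably expressing RXFP1, treated 30 min at 37C with compounds plus PDE4 inhibitor Ro 20174; cAMP measured by HTRF TR-FRET. Normalized to buffer and 29 nM porcine relaxin; EC50 by Hill fit.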
# * hit, by the source's call; ? = inconclusive; / = not tested or not shown; & = joins results of further samples. Unless noted, the call rests on the fitted dose curve; in most records, active means well fitted curve in the direction sought with a large enough effect; inconclusive means small, poorly fitted or top-dose-only effect, or another doubt; inactive means no such curve, though single readings can be large; an effect the other way counts as inactive or inconclusive. A portion of the library; the hit share may differ from the screen's.
structure,Vif-A3G inh,LDHA block,D1 potentiator,D1 antagonist,D1 agonist,Vif-APOBEC3F blk,D2 potentiator,GRP78 ERSR act,RXFP1 agonist
O=C(Nc1nc(-c2ccc3ccccc3c2)cs1)C1CCN(S(=O)(=O)c2cccs2)CC1,0%,-30*,3,-3,5,1%,0,0%,1.2%
CC(=O)c1ccc(N2CCN(C(=O)CCCn3c(=O)[nH]c4ccsc4c3=O)CC2)cc1,6%&6%,-9&-13,-9&0,-19&-11,5&0,-4%&1%,0&-6,3%&-2%,13%&18%
O=C(CN1C(=O)S/C(=C\c2cccs2)C1=O)Nc1ccc(C(=O)O)c(O)c1,5%,-1,3,-7,5,-2%,8,-1%,-3.2%
O=C(CCc1nnc(CCc2c[nH]c3ccccc23)o1)NC1CCC1,-4%,-1,-5,-6,2,3%,-4,4%,-2.5%
Nc1nc(NC(=O)c2cccc(S(=O)(=O)N3CCCCCC3)c2)nc(-c2ccccc2)n1,-3%,-1,3,-6,1,1%,-5,-5%,-1.0%
CCOc1ccc(CCNC(=O)COC(=O)c2ccc(C)c([N+](=O)[O-])c2)cc1OCC,1%,1,0,-47*,3,2%,-5,-5%,0.4%
COc1cccc(CNC(=O)CNS(=O)(=O)c2ccc(Br)s2)c1,1%,-6,-4,-1,0,0%,26,-4%,-0.1%
COc1ccc(/C=C/C2=Nc3ccccc3NC(C)(C)C2)cc1OC,-7%,2,-4,-12,1,-13%,-2,4%,7.0%
COc1ccc(CCN(C)C(=O)N2CCOCC2)cc1OC,1%,-7,-1,-19,2,2%,16,-3%,-0.8%
Cc1cc(C)nc(SCc2nnc(SCC(=O)Nc3cc(C(F)(F)F)ccc3Cl)o2)n1,0%,1,1,-4,7,-11%,/,-4%,-0.4%
CSCCC(C(=O)OCC(=O)c1ccc(C)c(C)c1)N1C(=O)c2ccccc2C1=O (centres undefined),-11%,-5,-9,-18,13,-7%,-3,-3%,6.0%
COC(=O)/C(=C\Nc1ccc(OC)cc1)NC(=O)c1ccc(Cl)cc1Cl,?,1,-4,6,2,-10%,8,-7%,1.5%
Cc1cc(Nc2ccc(F)c(F)c2)nc(-c2ccccc2O)n1,0%,1&-2,-2,9,1,0%,7,-8%,14%
CCn1nc(NC(=O)CC(C)C)c2cc3cccc(C)c3nc21,0%,-5,1,6,2,-1%,8,-5%,22%
Cc1ccccc1Nc1ccc(S(=O)(=O)N2CCOCC2)cc1[N+](=O)[O-],-8%,2,-4,-6,-1,4%,4,-3%,2.5%

# Full records as entered above. Order of screens: Vif-A3G inh, LDHA block, D1 potentiator, D1 antagonist, D1 agonist, Vif-APOBEC3F blk, D2 potentiator, GRP78 ERSR act, RXFP1 agonist
# Profile of CSCCC(C(=O)OCC(=O)c1ccc(C)c(C)c1)N1C(=O)c2ccccc2C1=O (centres undefined) = -11%, -5, -9, -18, 13, -7%, -3, -3%, 6.0%
# Profile of COC(=O)/C(=C\Nc1ccc(OC)cc1)NC(=O)c1ccc(Cl)cc1Cl = ?, 1, -4, 6, 2, -10%, 8, -7%, 1.5%

# Following part.
structure,Vif-A3G inh,LDHA block,D1 potentiator,D1 antagonist,D1 agonist,Vif-APOBEC3F blk,D2 potentiator,GRP78 ERSR act,RXFP1 agonist
Cc1ccc(-c2csc3ncnc(SCC(=O)NCC4CCCO4)c23)cc1 (centres undefined),-1%,0,1,2,1,-2%,18,-3%,3.5%
N#C/C(=C\c1ccncc1)c1nc2c(s1)CCCC2,-17%,-1,-2,-5,4,-5%,-2,3%,1.8%
CCS(=O)(=O)c1ncc(Cl)c(C(=O)N2CCN(c3ccc(OC)cc3)CC2)n1,/,5,-1,-9,-2,/,1,/,-1.5%
C(=N\NCc1ccccc1)/c1ccc2nccnc2c1,0%,1,6,5,4,3%,6,-6%,1.7%
COc1ccccc1N1CCN(S(=O)(=O)CCNC(=O)COc2ccc(F)cc2)CC1,11%,-3,-3,-5,6,1%,-2,-1%,0.9%
COc1ccccc1CCC(=O)OCC(=O)Nc1c(C)nn(-c2ccccc2)c1C,1%,3,-1,5,2,-24%,12,-4%,1.2%
O=C(COC(=O)C1CCN(S(=O)(=O)c2c(Cl)cccc2Cl)CC1)NCc1ccco1,-1%,-1,-2,3,2,3%,3,-4%,0.0%
CCN(CC(=O)Nc1cc(Cl)ccc1C)C(=O)Cn1c(=O)cnc2ccccc21,-5%,-6,0,-8,0,3%,-11,-6%,1.0%
Cn1c(N)c(C(=O)COC(=O)Cc2ccccc2F)c(=O)n(C)c1=O,1%,-7,/,/,/,2%,/,-2%,/
COc1cc(OC)cc(C(=O)OCC(=O)c2ccc(S(=O)(=O)N3CCCCC3)cc2)c1,0%,-1,-2,0,3,-1%,-3,-6%,2.1%
CC(C)Oc1cccc(C(=O)Nc2ccccc2N2CCOCC2)c1,2%,2,-1,-6,1,3%,-2,1%,0.5%
Cc1ccc(S(=O)(=O)C2(C(=O)Nc3ccc(C)c(Cl)c3)CC2)cc1,1%,5,1,6,4,-7%,18,1%,0.0%
Cc1ccc(N2C(=O)C(Cl)=C(Nc3c(C)n(C)n(-c4ccccc4)c3=O)C2=O)cc1,0%,-5,0,-6,2,6%,1,-1%,-0.1%
CC(=O)Nc1ccc2nc(SCCOc3ccccc3Cl)sc2c1,-5%,-1,-2,6,6,-5%,15,6%,1.2%
COc1ccccc1-c1nnc(C2CCN(S(=O)(=O)c3ccc(CC(C)C)cc3)CC2)o1,2%,-4,-1,-12,5,2%,-3,-2%,-1.4%

# Further records.
compound | Vif-A3G inh | LDHA block | D1 potentiator | D1 antagonist | D1 agonist | Vif-APOBEC3F blk | D2 potentiator | GRP78 ERSR act | RXFP1 agonist
CC1CCCC(NC(=O)C2CCN(S(=O)(=O)c3cccc4nonc34)CC2)C1C (centres undefined) | -5% | -11 | -4 | 2 | -3 | -5% | -1 | -3% | 2.0%
COc1cc(OC)nc(Oc2ccccc2C(=O)Oc2ccc(Cl)cc2)n1 | -11% | -1 | 9 | -3 | 11 | 4% | 1 | 0% | 0.1%
Cc1ccc(C)c(NS(=O)(=O)c2ccc(-c3coc(C)n3)cc2)c1 | -8% | -9&-1 | -3 | -4 | 9 | -2% | 0 | -3% | 1.6%
O=C1N/C(=C\c2ccccc2)c2ccccc21 | ? | -5 | -8 | 6 | 0 | -1% | -7 | 2% | 0.0%
CCOC(=O)c1sc(Nc2nc3cc4c(cc3s2)OCO4)cc1C | 0% | -8 | -6 | -13 | 4 | -3% | 16 | 11% | 5.7%
O=C(/C=C/c1ccc(Cl)cc1)c1ccc([N+](=O)[O-])o1 | ? | 2 | 0 | -10 | 0 | -4% | 2 | -11% | 1.2%
COc1ccc(-c2nc(CSCC(=O)NCCc3ccc(C)cc3)c(C)o2)cc1OC | 0% | -1 | 2 | -1 | 0 | -6% | 11 | -4% | 2.0%
CCN(CC)S(=O)(=O)c1ccc(C(=O)NCC2CCCCC2)cc1 | 0% | -6 | 1 | -2 | 0 | 0% | 3 | -3% | 8.0%
COC(=O)c1c(C)sc(-c2c(-c3ccc4c(c3)OCCO4)[nH]c3c2c(=O)[nH]c(=O)n3C)c1O | -2% | -13 | 1 | 2 | 0 | ? | 11 | 0% | ?
O=C(CCl)c1cc2c3c(c1)CC(=O)N3CCC2 | -24% | 0 | -4 | -1 | 0 | 2% | / | -19% | -1.9%
COc1cc(OC)c(NC(C)C(=O)N2CCCC2)cc1Cl (centres undefined) | 4% | 4 | 5 | -3 | -1 | 11% | 3 | -1% | 0.1%
Cc1nn(C(C)C(=O)N2CCOCC2)c(=O)c2nn(-c3ccccc3)c(C)c12 (centres undefined) | -2% | -6 | -1 | -13 | 5 | -4% | -8 | -3% | -0.4%
CCc1cc2c(SCC(=O)c3ccccc3)ncnc2s1 | 0% | -9 | -5 | 11 | 13 | 5% | 1 | 0% | 1.6%
COc1ccc(C2=C(CN(C)C)C(c3ccccc3)c3ccccc3O2)cc1 (centres undefined) | -10% | 3 | -6&1 | 25&-3 | 5&2 | -2% | -7&-3 | -6% | 0.4%&-3.3%
NC(=O)c1nsc(C(=O)N(Cc2cccnc2)C(C(=O)NC2CCCC2)c2ccc(F)cc2)c1N (centres undefined) | -1% | -10 | -7 | 17 | 0 | -2% | / | -5% | 0.7%
COc1ccc(C(=O)CNc2ccccc2CO)cc1 | -2% | -9 | -4 | -13 | 1 | 14% | -10 | 11% | 2.0%
CC(C)CC(=O)OCC(=O)Nc1ccccc1Sc1ccccc1 | -1% | -7 | -3 | -15 | 2 | -8% | -2 | -6% | 2.1%
CCN(CC)CCNC(=O)c1ccc(NC(=O)c2ccc(Cl)c(S(=O)(=O)N3CCCCCC3)c2)cc1 | -28% | -7 | -17 | -47* | 3 | ? | -27 | -7% | -5.2%
CCOC(=O)c1ccc(NC(=O)Nc2cc(C)cc(C)n2)cc1 | / | / | 2 | -3 | 2 | / | 4 | / | -1.3%
CC(=O)c1sc(NC(=O)CSC(C)C(=O)Nc2cc(C)on2)nc1-c1ccccc1 (centres undefined) | -2% | -1 | -7 | 4 | 0 | -19% | 20 | -4% | 2.7%

# 5 entries from above, sorted by the value under GRP78 ERSR act, descending:
compound	Vif-A3G inh	D1 potentiator	D1 antagonist	D1 agonist	Vif-APOBEC3F blk	D2 potentiator	GRP78 ERSR act
COc1cc(OC)nc(Oc2ccccc2C(=O)Oc2ccc(Cl)cc2)n1	-11%	9	-3	11	4%	1	0%
COc1cc(OC)c(NC(C)C(=O)N2CCCC2)cc1Cl (centres undefined)	4%	5	-3	-1	11%	3	-1%
COc1ccc(C2=C(CN(C)C)C(c3ccccc3)c3ccccc3O2)cc1 (centres undefined)	-10%	-6&1	25&-3	5&2	-2%	-7&-3	-6%
CCN(CC)CCNC(=O)c1ccc(NC(=O)c2ccc(Cl)c(S(=O)(=O)N3CCCCCC3)c2)cc1	-28%	-17	-47*	3	?	-27	-7%
O=C(CCl)c1cc2c3c(c1)CC(=O)N3CCC2	-24%	-4	-1	0	2%	/	-19%
